# Bioassay records deposited in PubChem by several laboratories.
# hERG rescue: hERG rescue from dofetilide block, primary screen, cell-based, CHO-hERG, FluxOR thallium flux, dofetilide IC70. dofetilide IC70 present. AID 1511, 2009. 0.51% of 310,000 active. activation (rescue from dofetilide block), less the hit threshold, % at 10 µM;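 active means activation above the mean of controls blocked by dofetilide plus 5 SD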;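 further: thallium influx through hERG after potassium depolarization seen as dye fluorescence rise; in these data hits start at about 4.7%; inactives centre near -7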
# TRPC4 PAM: positive allosteric modulators of TRPC4, primary screen, cell-based, mouse TRPC4beta, HEK293 mu-opioid, Fluo-4 calcium | Short transient receptor potential channel 4 (Mus musculus), Q9QUQ5 | DAMGO EC20, Fluo-4 Ca2+ flux; hits give high values | B-score at 10 µM | 0.42% of 310,000 active;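 active means B-score of calcium response area above 5 SD of library B-scores, with initial fluorescence ratio within 5 SD of library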;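 further: B-score of integrated fluorescence ratio over time as area under calcium response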
# Platelet DG rel: inhibitors of platelet dense granule secretion, primary screen, cell-based, MLPCN, human platelets; human platelet-rich plasma, SFLLRN dense granule ATP release, luminescence; inhibition, %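 (compounds screened at 7.5 µM in platelet-rich plasma)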; 0.22% of 300,000 active;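 active means mean replicate score, as percent of positive control, at or above 50; inconclusive means mean below 50 but at least one replicate at or above 50; inactive means mean and every replicate below 50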
# TRPC4 block: inhibitors of mouse TRPC4 channel, primary screen, Fluo4 calcium, HEK293 TRPC4beta/mu-opioid cells; Short transient receptor potential channel 4 (Mus musculus), Q9QUQ5; DAMGO-evoked Fluo4 calcium flux; hits give low values; B-score at 10 µM; 0.39% of 300,000 active; AID 2247, 2010;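 active means B-score over 3 SD under the library average, no early fluorescence shift, positive overall ratio signal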
#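 material = TRPC4beta/mu-opioid receptor HEK293 cell line | probe or stimulus = sequential submaximal and maximal DAMGO stimulation | compound dosing = one concentration per compound | measured by = Fluo4 Ca2+ flux fluorescence | evaluation = integrated fluorescence ratio relative to baseline, converted to per-well B score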
# KCNK9 block: KCNK9 potassium channel inhibitors, primary screen, HEK293 cells, thallium flux. FluxOR thallium flux fluorescence; hits give low values. B-score at 10 µM. 1.2% of 310,000 active. AID 488922, 2010. Potassium channel subfamily K member 9 (Homo sapiens), Q9NPC2;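 active means ratio B-score over 3 SD below the library mean, with starting fluorescence within 5 SD of its mean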;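 further: negative B-score means less thallium flux so channel inhibition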
# PolyA inh: polyadenylation inhibitors in yeast reporter cells, primary screen, luminescence, S. cerevisiae; S. cerevisiae SKY197-pL101 polyadenylation reporter, beta-gal luminescence; efflux-impaired pdr1/pdr3 knockout yeast; score 100 = 6 SD above DMSO; calls only at 12 µM; 0.02% of 300,000 active;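 active means lowest replicate activity score at least 50, where 100 means six control SD above control mean; inconclusive means lowest score under 50 but half or more replicates reach 50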;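 further: yeast exposed to compound for 9 h at 30 °C; higher score means more reporter readthrough which indicates perturbed polyadenylation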
# KCNK3 inh: human KCNK3 channel inhibitors, primary screen, CHO cells, FluxOR thallium flux, B-score. FluxOR fluorescence; hits give low values. B-score at 10 µM. 0.84% of 340,000 active. AID 602410, 2012;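 active means B-score under library mean minus 4 SD, starting fluorescence ratio at most library mean plus 5 SD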;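 further: more negative B-score means stronger inhibition of thallium flux through KCNK3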
# Target sequence (O14649 whole entry, looked up): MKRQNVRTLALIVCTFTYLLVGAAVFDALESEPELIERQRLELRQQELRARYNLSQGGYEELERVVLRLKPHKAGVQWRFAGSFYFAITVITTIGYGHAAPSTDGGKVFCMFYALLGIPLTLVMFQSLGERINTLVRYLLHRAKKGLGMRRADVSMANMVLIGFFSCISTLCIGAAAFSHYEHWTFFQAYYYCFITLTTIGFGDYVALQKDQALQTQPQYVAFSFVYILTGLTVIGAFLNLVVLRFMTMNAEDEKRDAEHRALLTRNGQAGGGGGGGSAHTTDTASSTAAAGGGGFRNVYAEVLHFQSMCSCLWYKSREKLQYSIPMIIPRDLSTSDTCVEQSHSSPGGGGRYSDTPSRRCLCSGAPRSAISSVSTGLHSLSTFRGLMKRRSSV
# TRPC4 agonist: activators of mouse TRPC4 channel, primary screen, Fluo4 calcium, HEK293 TRPC4beta/mu-opioid cells; Fluo4 calcium fluorescence; hits give high values; B-score at 10 µM; 0.49% of 310,000 active; AID 2237, 2010;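 active means B-score above 5 SD of library B-scores, and initial fluorescence ratio not above library mean plus 5 SD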;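 further: positive B-score marks a calcium rise read as TRPC4 activation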
#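 Assay system – TRPC4beta and mu-opioid receptor HEK293 stable cells · Measured by – Fluo4 fluorescence, kinetic · Schedule – dye loading 45 min room temperature, 110 s kinetic read · Read-out – B-scored integrated calcium fluorescence ratio · Controls – buffer and maximal DAMGO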
# KCNQ1 pot: potentiators or activators of KCNQ1 channel, primary screen, cell-based, thallium flux, high-throughput; Potassium voltage-gated channel subfamily KQT member 1 (Homo sapiens), P51787; CHO-K1 KCNQ1, thallium flux FluxOR fluorescence; hits give high values; B-score at 10 µM; 0.35% of 310,000 active; AID 2648, 2010;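 active means fluorescence ratio B-score, a plate-corrected score, at least three library SD, with initial intensity B-score within 5 SD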
# Target sequence (P51787 whole entry, looked up): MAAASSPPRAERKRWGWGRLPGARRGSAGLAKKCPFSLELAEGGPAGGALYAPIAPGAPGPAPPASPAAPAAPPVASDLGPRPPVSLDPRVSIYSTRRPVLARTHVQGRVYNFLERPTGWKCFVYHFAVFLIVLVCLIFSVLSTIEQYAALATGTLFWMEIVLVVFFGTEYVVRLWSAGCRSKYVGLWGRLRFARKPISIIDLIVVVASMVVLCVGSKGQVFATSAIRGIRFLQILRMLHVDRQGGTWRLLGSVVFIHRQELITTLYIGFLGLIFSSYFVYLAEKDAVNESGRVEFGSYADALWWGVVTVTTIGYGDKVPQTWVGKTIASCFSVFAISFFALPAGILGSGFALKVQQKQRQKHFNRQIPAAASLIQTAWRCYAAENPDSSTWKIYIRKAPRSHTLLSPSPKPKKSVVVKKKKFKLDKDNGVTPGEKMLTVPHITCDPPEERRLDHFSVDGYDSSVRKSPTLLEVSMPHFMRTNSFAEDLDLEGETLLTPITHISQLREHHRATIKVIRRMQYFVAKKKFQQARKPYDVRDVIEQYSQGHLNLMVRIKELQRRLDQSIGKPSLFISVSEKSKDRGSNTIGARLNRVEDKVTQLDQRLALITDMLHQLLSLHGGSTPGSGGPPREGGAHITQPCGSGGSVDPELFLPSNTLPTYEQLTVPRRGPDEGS
#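 Test system: CHO-K1 cells stably expressing KCNQ1 / Medium: assay buffer / Also added: depolarizing K+/Tl+ stimulus, K2SO4 and Tl2SO4 each 12.5 mM in 5x stock / Incubation: 90 min dye loading and 20 min compound exposure, both at room temperature / Signal: thallium influx via FluxOR fluorescence, kinetic imaging / Evaluation: B score of baseline-normalized fluorescence ratio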
# KCNQ1 block: inhibitors of human KCNQ1 channel, primary screen, cell-based, thallium flux, high-throughput. Potassium voltage-gated channel subfamily KQT member 1 (Homo sapiens), P51787. CHO-K1 KCNQ1, FluxOR thallium flux fluorescence; hits give high values. B-score at 10 µM. 1.3% of 310,000 active;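 active means compounds whose thallium flux B-score, printed positive for inhibition, exceeds three library SD while starting fluorescence stays within three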;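 further: channel opened by potassium depolarization with thallium stimulus after 20 min compound exposure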
# DYRK1A inh: rat Dyrk1A kinase inhibitors, primary screen, biochemical, single point, plate reader; Dual specificity tyrosine-phosphorylation-regulated kinase 1A (Rattus norvegicus), Q63470; ADP-Glo luminescence, NFATc1 peptide; inhibition, % at 12.5 µM; 0.43% of 310,000 active; AID 504441, 2011; in the data active means inhibition above about 50%;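 further: plate controls were vehicle with enzyme for no effect and no enzyme for full effect; many of its hits are not listed in these tables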
# Numbers without * were called inactive; i = inactive; ? = inconclusive; · = no result given. The list is partial; count on the stated rates, not on these rows.
# Each structure is followed by: hERG rescue	TRPC4 PAM	Platelet DG rel	TRPC4 block	KCNK9 block	PolyA inh	KCNK3 inh	TRPC4 agonist	KCNQ1 pot	KCNQ1 block	DYRK1A inh
O=C(CCc1nnc2ccc(NCc3ccccc3)nn12)NC1CCCCC1
→ -8	i	-3	i	i	i	i	i	i	i	6
O=C(NCc1ccc(F)cc1)C1CCN(S(=O)(=O)N2CCC3(CC2)OCCO3)CC1
→ 0	i	-1	i	i	i	i	i	i	i	·
Cn1cc(CNCc2cnc3ccccn23)c(-c2ccc(Oc3ccccc3)cc2)n1
→ -21	i	8	i	i	i	i	i	i	i	0
COc1ccc(C(=O)Nc2ccnn2C2CCN(C3CCC3)CC2)cc1
→ -6	i	2	i	i	i	i	i	i	i	3
Cc1cc(C)nc(N/N=C/c2ccccc2OCc2ccccc2)n1
→ -4	i	-13	i	i	i	i	i	i	i	1
O=C(NC(Nc1nc2ccc([N+](=O)[O-])cc2s1)(C(F)(F)F)C(F)(F)F)c1ccccc1Cl
→ -33	i	11	i	i	i	i	i	i	10*	-2
CCN1CCN(CCNC(=O)c2ccc(CS(=O)(=O)c3ccccc3C)o2)CC1
→ -5	i	0	i	i	i	i	i	i	i	12
CC(C)(C)NS(=O)(=O)c1ccc(OCC(=O)NCCC2=CCCCC2)cc1
→ -17	i	-1	i	i	i	i	i	i	i	-1
O=C(Cc1ccccc1F)Nc1ccc2c(c1)CCC2
→ -5	i	3	i	i	i	i	i	i	i	15
O=C(O)CCc1ccc(-c2cccs2)n1CCc1ccccc1
→ -11	i	3	i	i	i	i	i	i	i	2
CC(C)(C)NS(=O)(=O)c1ccc2nc(NC(=O)Cc3cccs3)sc2c1
→ -13	i	6	i	i	i	i	i	i	i	·
COc1cccc(-c2nn(-c3ccc(C)cc3)cc2C(=O)N2CCc3cc(OC)c(OC)cc3C2)c1
→ -23	i	9	i	i	i	-9.8*	i	i	i	2
COc1cc2c(cc1OC)C(C)=NC1(CCCCC1)C2
→ -11	i	-6	i	i	i	i	i	i	i	3
Cn1ccnc1C1CCCCN1Cc1nc(-c2ccc3c(c2)OCO3)no1 (centres undefined)
→ -21	i	-1	i	i	i	i	i	i	i	-2
CN(CC(=O)Nc1ccc(F)cc1)C(=O)COc1ccc([N+](=O)[O-])cc1Cl
→ 1	i	2	i	i	i	i	i	i	i	-4
O=C(Nc1c(Cl)cccc1Cl)C1CCC1
→ -8	i	4	i	i	i	i	i	i	i	0
Cc1nc(NC(=O)CC(C)C)sc1-c1csc(Nc2ccc(Cl)cc2)n1
→ -20	i	3	i	i	i	i	i	i	i	11
Cc1ccc(CS(=O)(=O)c2ccccc2-c2nnc(-c3ccc(Cl)cc3)o2)cc1
→ -5	i	-2	i	i	i	i	i	i	i	-3
Cc1cc(C)n2nc(C(=O)Nc3ccc(S(=O)(=O)N4CCCCC4)cc3)nc2n1
→ -8	i	-10	i	i	i	i	i	i	i	-1
O=C(c1ccc(S(=O)(=O)Nc2ccccc2Cl)cc1)N1CCOCC1
→ -9	i	-3	i	i	i	i	i	i	i	-2
Cc1cccc(N=C(N2CCOCC2)P(=O)(N2CCOCC2)N2CCOCC2)c1
→ -6	i	-2	i	i	i	i	i	i	i	-8
COc1cc(-c2nnc(-c3ccc(S(=O)(=O)c4ccccc4)cc3)o2)cc(OC)c1OC
→ -4	i	-4	i	i	i	i	i	i	i	3
CCN1CCN(S(=O)(=O)c2ccc(OC)c3ccccc23)CC1
→ -7	i	-3	i	i	i	i	i	i	i	11
Cc1nnc(-c2ccccc2)c[n+]1[O-]
→ -10	i	-2	i	i	i	i	i	i	i	0
Cc1cccc(NC(=O)CNc2cc(C)ccc2C)c1
→ -12	i	-1	i	i	i	i	i	i	i	1
C=CCOc1ccc(CN(C)C(=O)CN2C(=O)c3ccccc3C2=O)cc1
→ -3	i	-1	i	i	i	i	i	i	i	2
Cc1cc(CNC(=O)COc2cc(F)ccc2[N+](=O)[O-])c2ccccc2n1
→ -14	i	-1	i	i	i	i	i	i	i	0
CC(C)(C)c1csc(NC(=O)Nc2ccccc2)n1
→ -1	i	-5	i	i	i	i	i	i	i	4
CCn1c(C)nc2cc(C(=O)NNC(=O)Nc3ccc(Cl)c(Cl)c3)ccc21
→ -11	i	1	i	i	i	·	i	i	i	·
CCC(C(N)=NCCc1ccc(OC)c(OC)c1)c1ccccc1 (centres undefined)
→ -11	i	3	i	i	i	i	i	i	i	0
COc1ccc(CCNC(=S)NCCc2c[nH]c3ccccc23)cc1
→ -3	i	27	i	i	i	i	i	i	i	-2
Cc1ccc(N(C(=O)Cn2nnc(-c3ccc(F)cc3)n2)C(CC(C)C)C(=O)NCC2CCCO2)cc1 (centres undefined)
→ -6	i	3	i	i	i	i	i	i	i	4
O=C(CC(SCCO)c1ccc(F)cc1)c1ccco1 (centres undefined)
→ -2	i	-4	i	i	i	i	i	i	i	10
CCC1=C(OC(=O)N(CC)CC)N2C(=O)OC(=NCC(=O)OC)[C@]2(Cc2ccccc2)[C@H]2C1=CC[C@H]1C(=O)NC(=O)[C@H]12
→ -5	i	1	i	i	i	i	i	i	i	5
COc1cccc(CN2CCc3ccc(NC(=O)CCc4ccc(C)cc4)cc3C2)c1O
→ -15	i	0	i	i	i	i	i	i	i	·
O=C1NC2=C(C(=O)CCC2)C(c2ccc(OC(F)F)cc2)N1 (centres undefined)
→ -5	i	7	i	i	i	i	i	i	i	2
C/C(CC(=O)Nc1ccc(Cl)cc1Cl)=N\NC(=O)C(=O)NCCO
→ -9	i	1	i	i	i	i	i	i	i	6
O=C(Cn1nnc(-c2cccc(C(F)(F)F)c2)n1)NC1CCCC1
→ -6	i	4	i	i	i	i	i	i	i	-1
NC(=O)c1ccsc1NC(=O)c1ccc(S(=O)(=O)N2CCCCC2)cc1
→ -14	i	18	i	i	i	i	i	i	i	11
Cc1nc2ccccc2n1CC(O)Cn1c2ccccc2c2ccccc21 (centres undefined)
→ -11	i	1	i	i	i	i	i	i	i	1

# Of the compounds above, these have two or more sulfur atoms:
# Each structure is followed by: hERG rescue	TRPC4 PAM	Platelet DG rel	TRPC4 block	KCNK9 block	PolyA inh	KCNK3 inh	TRPC4 agonist	KCNQ1 pot	KCNQ1 block	DYRK1A inh
CC(C)(C)NS(=O)(=O)c1ccc2nc(NC(=O)Cc3cccs3)sc2c1
→ -13	i	6	i	i	i	i	i	i	i	·
Cc1nc(NC(=O)CC(C)C)sc1-c1csc(Nc2ccc(Cl)cc2)n1
→ -20	i	3	i	i	i	i	i	i	i	11
NC(=O)c1ccsc1NC(=O)c1ccc(S(=O)(=O)N2CCCCC2)cc1
→ -14	i	18	i	i	i	i	i	i	i	11

# Additional entries
# Each structure is followed by: hERG rescue	TRPC4 PAM	Platelet DG rel	TRPC4 block	KCNK9 block	PolyA inh	KCNK3 inh	TRPC4 agonist	KCNQ1 pot	KCNQ1 block	DYRK1A inh
CCOC(=O)N1CCN(C(=O)CSc2ccc3nnc(CCNC(=O)c4ccccc4)n3n2)CC1
→ -1	i	-1	i	i	i	i	i	i	i	-7
CC(=O)c1cc2c(C)c(C(=O)c3ccccc3)oc2cc1O
→ -1	i	11	i	i	i	i	i	i	i	-2
CCCC[n+]1ccn(-c2nc3ccccc3nc2[N-]S(=O)(=O)c2ccccc2)c1
→ -3	i	15	i	i	i	i	i	i	i	-5
O=C(Nc1cccc(NC(=O)C2CC2)n1)C1CC1
→ -3	i	-21	i	i	i	i	i	i	i	10
CCOc1cccc2cc(-c3nnc(NCc4ccco4)s3)c(=O)oc12
→ -11	i	7	i	i	i	i	i	i	i	-1
Cc1cccc(NC(=S)N2CCCCC2)c1
→ -4	i	5	i	i	i	i	i	i	i	-2
CCCCC(=O)NC(=S)NNC(=O)c1ccc(Cl)cc1Cl
→ -1	i	4	i	i	i	i	165*	i	i	·
COc1ccc(C(=O)N2CCC(C(=O)Nc3ccc4c(c3)OCCO4)CC2)cc1
→ -4	i	1	i	i	i	i	i	i	i	3
O=C(Cn1cccc1)N1CCN(C(c2ccccc2)c2ccccc2)CC1
→ -9	i	12	i	i	i	i	i	i	i	0
CCOc1ccc(S(=O)(=O)NC(C)C)cc1C(N)=O
→ -2	i	3	i	i	i	i	i	i	i	1
CS(=O)(=O)c1ccc(CNC(=O)C2(C(F)(F)F)C/C(=C/CCO)CCCO2)cc1 (centres undefined)
→ -10	i	0	i	i	i	i	i	i	i	-5
O=C(Nc1nccs1)C1CCN(S(=O)(=O)c2ccc(F)cc2)CC1
→ -9	i	?	i	i	i	i	i	i	i	-2
COc1ccc(/C=C/C(=O)c2ccc([N+](=O)[O-])o2)cc1
→ -12	i	-4	i	i	i	-11*	i	i	i	-9
O=C(O)c1cccc(Cn2c(Cl)c(/C=N/NC(=O)c3ccco3)sc2=O)c1
→ -12	i	-7	i	i	i	i	i	i	i	5
CC(C)(C)NC(=O)NC(=O)COC(=O)c1cccc(NS(=O)(=O)c2ccc(F)c(F)c2)c1
→ -11	i	-78	i	i	i	i	i	i	i	-5
Cc1ccc(Nc2nc(C)nc3c2oc2ccccc23)cc1
→ -10	i	-7	i	i	i	i	i	i	i	-2
C=CCOc1ccccc1CNCCNC(=O)c1nonc1N
→ -17	i	1	i	i	i	i	i	i	i	·
CC1CC(C)CN(CCCNC(=O)c2cc3c(=O)[nH]c4ccccc4c3n2C)C1 (centres undefined)
→ -19	i	-1	i	i	i	i	i	i	i	37
